Gli-Sufu antag – antagonists of Gli-Sufu signaling | inhibition, % at 5 µM | hit rate 0.74% among 340,000 | Sufu-KO-LIGHT fibroblasts, Gli luciferase reporter luminescence;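 active means inhibition above about 55%, limit read from the data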;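 further: 0% = DMSO-treated cells and 100% = wells with medium but no cells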
697 NFkB inh – inhibitors of the PMA/ionomycin-induced NF-kB reporter in 697 B cells; 697 B-cell NF-kB luciferase reporter, 16 h; inhibition, % at 4 µM; hit rate 0.33% among 330,000; AID 435022; in the data active means inhibition above about 35%
EBI2 antag – EBI2 (human) antagonism | inhibition, % at 5 µM | AID 651636 | EBI2 beta-arrestin recruitment, luminescence, 7a,25-OHC stimulated | P32249 | hit rate 0.81% among 360,000; in the data active means inhibition above about 38%;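 further: enzyme fragment complementation signal reports receptor beta-arrestin coupling in cells; 0% = agonist plus DMSO wells and 100% = wells without agonist; some results beyond the cut were filed as inactive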
UBC13 inh – blocks human UBC13 polyubiquitin chain formation; P61088; TR-FRET; inhibition, % at 20 µM; hit rate 0.47% among 330,000; AID 485273; in the data active means inhibition above about 45%, passing the limit was not always enough
SENP8 inh – inhibitors of human SENP8 protease; Q96LD8; purified SENP8, Z-RLRGG-aminoluciferin cleavage, luminescence; inhibition, % at 10 µM; hit rate 1.2% among 330,000
Jurkat NFkB inh – lowers PMA/ionomycin-induced NF-kB signal in Jurkat cells; PMA/ionomycin-induced NF-kB luciferase reporter, luminescence; inhibition, % at 4 µM; hit rate 0.53% among 330,000
Apaf-1 inh – inhibitors of human Apaf-1 apoptosome; reconstituted apoptosome caspase-3 activity, DEVD-Rh110 fluorescence; hit rate 0.71% among 330,000; inhibition, % at 20 µM; O14727; AID 489030; active means inhibition of at least 40% at 20 µM;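 further: plate controls were DMSO wells for no effect and DEVD-CHO caspase inhibitor wells for full effect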
Target sequence (O14727 whole entry, looked up): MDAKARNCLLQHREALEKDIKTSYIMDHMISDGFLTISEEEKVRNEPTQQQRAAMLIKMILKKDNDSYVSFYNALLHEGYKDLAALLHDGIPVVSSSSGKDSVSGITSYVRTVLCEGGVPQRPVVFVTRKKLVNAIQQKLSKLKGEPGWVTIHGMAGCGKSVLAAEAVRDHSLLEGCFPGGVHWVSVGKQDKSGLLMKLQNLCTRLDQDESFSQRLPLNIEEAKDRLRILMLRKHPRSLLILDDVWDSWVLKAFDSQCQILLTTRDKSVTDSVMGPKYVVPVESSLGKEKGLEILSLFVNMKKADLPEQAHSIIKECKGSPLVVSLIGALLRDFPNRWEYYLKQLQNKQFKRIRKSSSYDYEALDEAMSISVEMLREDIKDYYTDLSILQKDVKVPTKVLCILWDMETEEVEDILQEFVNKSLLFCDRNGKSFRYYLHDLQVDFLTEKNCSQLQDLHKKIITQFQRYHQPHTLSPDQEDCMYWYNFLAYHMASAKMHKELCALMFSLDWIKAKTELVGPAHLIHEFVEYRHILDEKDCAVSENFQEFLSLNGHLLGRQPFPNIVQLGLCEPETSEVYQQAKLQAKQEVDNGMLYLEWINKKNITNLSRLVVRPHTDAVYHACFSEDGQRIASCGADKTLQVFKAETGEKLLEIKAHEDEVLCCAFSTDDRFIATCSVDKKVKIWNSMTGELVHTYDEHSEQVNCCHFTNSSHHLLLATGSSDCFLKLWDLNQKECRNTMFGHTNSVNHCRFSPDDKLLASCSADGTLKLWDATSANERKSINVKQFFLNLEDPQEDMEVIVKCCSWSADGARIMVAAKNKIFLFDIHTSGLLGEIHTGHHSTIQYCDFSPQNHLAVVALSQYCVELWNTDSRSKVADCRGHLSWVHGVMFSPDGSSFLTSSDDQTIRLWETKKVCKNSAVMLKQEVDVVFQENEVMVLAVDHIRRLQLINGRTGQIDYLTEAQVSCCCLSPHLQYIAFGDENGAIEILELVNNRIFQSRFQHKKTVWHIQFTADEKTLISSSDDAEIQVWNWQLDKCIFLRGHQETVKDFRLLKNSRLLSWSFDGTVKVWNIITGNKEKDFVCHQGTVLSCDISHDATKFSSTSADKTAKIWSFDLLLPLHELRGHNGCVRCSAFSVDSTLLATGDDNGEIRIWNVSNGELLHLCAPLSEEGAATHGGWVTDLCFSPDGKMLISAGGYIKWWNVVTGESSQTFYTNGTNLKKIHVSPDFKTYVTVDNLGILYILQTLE
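Material: cell-free apoptosome with Apaf-1, procaspase-3 and caspase-9; Buffer or medium: Hepes pH 7.5 with detergent and BSA; Reagent: cytochrome c trigger plus (Z-DEVD)2-Rh110 caspase-3 substrate; Times: compound with Apaf-1, dATP, procaspase-3 30 min, then 50 min reaction, room temperature; Technique: Rh110 fluorescence intensity.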
CCR6 antag – CCR6 (human) receptor antagonism. hit rate 0.49% among 340,000. AID 493098. P51684. CHO-K1 CCR6 PathHunter beta-arrestin, luminescence, CCL20-stimulated. inhibition, % at 20 µM;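 active means compounds whose inhibition of the agonist-driven luminescence signal at 20 µM reaches about 50%, limit read from the data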;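 further: cells stimulated with CCL20 at 14 nM final; plate controls were DMSO with CCL20 for no effect and DMSO without agonist for full effect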
* hit, by the source's call; · = no result given. Unless noted, no stated cut-off is given here; in the data, active means inhibition above about 50%; inactive means the rest. An excerpt; rates above refer to the full screens.

SMILES	Gli-Sufu antag	697 NFkB inh	EBI2 antag	UBC13 inh	SENP8 inh	Jurkat NFkB inh	Apaf-1 inh	CCR6 antag
Cc1cccc(N2C(=O)/C(=C/c3ccc(N4CCN(C)CC4)o3)C(=O)NC2=S)c1C	-4	13	4	-141	1	-2	3	30
N#C/C(N)=C(/N)C#N	8	2	4	6	-6	-2	-3	21
CCCCn1c(O)c(C=NC2CC3CCC2(C)C3(C)C)c(=O)[nH]c1=O (stereo not drawn)	-6	-45	-3	10	-3	-38	23	25
Cc1ncc(CN2CCCC(C(=O)c3cccc(Cl)c3)C2)s1 (stereo not drawn)	26	3	9	8	6	-4	-2	12
CC(C)(C)c1ccc(S(=O)(=O)N2CC3CC(C2)c2cccc(=O)n2C3)cc1 (stereo not drawn)	5	10	8	-2	8	6	-1	-2
Cc1cccc2c1=NC(=O)/C(=C/c1c(O)[nH]c(=O)[nH]c1=O)C=2	-6	-21	-4	-18	6	19	2	1
COC(=O)CC(=O)c1ccc2c(c1)OCO2	-13	11	-5	6	1	4	-12	5
COC(=O)C(O)(c1ccc(N(C)C(=O)OC(C)C)cc1)C(F)(F)F (stereo not drawn)	-9	-12	-20	0	-1	16	-10	4
COc1ccc(CC(=O)N(CCN(C)C)CC2CCCN(Cc3ccccc3F)C2)cc1 (stereo not drawn)	50	2	-13	-1	-11	-10	6	8
COc1ccc(N2CCN(CCc3ccncc3)CC2)cc1	15	-2	-9	-3	3	-11	3	-6

2 entries from above, field by field:
Cc1cccc2c1=NC(=O)/C(=C/c1c(O)[nH]c(=O)[nH]c1=O)C=2
- Gli-Sufu antag: -6
- 697 NFkB inh: -21
- EBI2 antag: -4
- UBC13 inh: -18
- SENP8 inh: 6
- Jurkat NFkB inh: 19
- Apaf-1 inh: 2
- CCR6 antag: 1
COC(=O)CC(=O)c1ccc2c(c1)OCO2
- Gli-Sufu antag: -13
- 697 NFkB inh: 11
- EBI2 antag: -5
- UBC13 inh: 6
- SENP8 inh: 1
- Jurkat NFkB inh: 4
- Apaf-1 inh: -12
- CCR6 antag: 5

The listing continues.
SMILES	Gli-Sufu antag	697 NFkB inh	EBI2 antag	UBC13 inh	SENP8 inh	Jurkat NFkB inh	Apaf-1 inh	CCR6 antag
COc1cc(/C=C2/C(=O)NC(=O)N(c3ccc(C)cc3)C2=O)cc(OC)c1OC	-8	-3	-3	-6	4	-4	-24	5
COc1ccc(CCN(C)Cc2c(F)cccc2F)cc1OC	2	6	3	3	1	-4	-15	-5
CCN(C(=O)Oc1ccccc1)c1ccc(C(O)(C(=O)OC)C(F)(F)F)cc1 (stereo not drawn)	1	5	-26	-4	4	4	9	7
C=CCn1c(O)c(C(C)=NC2CC2)c(=O)[nH]c1=O	22	12	-13	6	-6	6	-10	-11
Cc1cc(NCCN)nc2ccccc12	-17	14	-16	-10	-10	-1	4	10
CCOC(=O)c1cc2c(cn1)[nH]c1ccccc12	-26	-28	0	2	-7	-37	16	-3
c1ccc2c(CNC3CCCCC3)c[nH]c2c1	7	14	·	14	6	10	-18	-7
COc1ccc(NP(=O)(Nc2ccc(OC)cc2)Oc2ccccc2)cc1	3	-14	-12	-4	-13	-4	9	7
CC(=O)c1c(C)n(CCCOC(C)C)c2ccc(O)cc12	-2	-1	-10	15	4	-16	4	3
CN1CCC(C)(O)C2CCCCC21 (stereo not drawn)	4	15	-9	0	-5	10	-10	-2
CCCCc1nc2ccccc2c(=O)n1-c1ccccc1[N+](=O)[O-]	-4	4	-11	2	2	-21	11	13
CC1(CCl)CN1S(=O)(=O)c1ccccc1 (stereo not drawn)	5	1	1	6	-4	1	-9	8
COc1cc(C(c2c(C)[nH]n(-c3ccccc3)c2=O)c2c(C)[nH]n(-c3ccccc3)c2=O)cc(OC)c1OC	8	5	6	-56	31	12	92*	30
O=C(Cn1cnc2ccccc2c1=O)NCC(=O)N1CCC2(CC1)OCCO2	-1	-29	-16	-5	-15	-17	7	-14
CCOc1cc2c(cc1OCC)-n1cccc1C(c1ccc(OC)c(OC)c1)NC2 (stereo not drawn)	45	-3	1	9	5	-2	5	12
CC1=CC(=C2C(=O)NC(=O)NC2=O)C=C(C(F)(F)F)N1Cc1ccccc1	-3	-8	9	3	-8	14	-11	12
COC(=O)C1=COC(C)C2CN3CCC4(C(=O)Nc5ccccc54)C3CC12 (stereo not drawn)	-3	5	-2	6	1	-11	24	-1
O=[N+]([O-])c1ccc(N2CCCC2)cc1N/N=C1\CN2CCC1CC2	13	3	-9	-199	-6	10	-1	20
O=C(COc1ccc2c3c(c(=O)oc2c1)CCC3)N1C[C@H]2C[C@@H](C1)c1cccc(=O)n1C2	8	23	-4	-3	-5	1	-9	-2
Cc1c(C(c2ccc(F)cc2)c2c(O)c3ccccc3oc2=O)c(=O)n(-c2ccccc2)n1C (stereo not drawn)	-1	-8	4	5	-8	-2	2	3
COc1ccc(-c2nc(CSCC(=O)N3CCC4(CC3)OCCO4)c(C)o2)cc1OC	-2	-36	-13	-8	6	7	5	0
COC(=O)C1=C(c2ccc(F)cc2OCc2ccccc2)C[C@@H]2CC[C@H]1N2C(=O)NCCOc1ccccc1	19	18	24	8	4	5	23	-39
CCN(CC)C(=O)COc1cc(C)cc2oc(=O)c3c(c12)CCCC3	11	16	2	9	-2	4	10	2
CC12CC[C@H]3[C@@H](CCC4(O)C[C@H](O)CCC34/C=N/NC(=O)c3ccccc3F)C1(O)CCC2C1=CC(=O)OC1 (stereo partly drawn)	-3	-37	5	-2	-4	-12	-13	2
O=C1CC(=O)N(c2cccc(Cl)c2)C(=O)N1	-10	-6	-7	-4	-6	7	0	2
CCOC(=O)c1c(C)n(Cc2ccccc2)c2ccc(OCC(O)Cn3nc(C)cc3C)cc12 (stereo not drawn)	-7	-22	21	-9	-6	-12	25	13
CC(=O)NC(Cc1ccc(N(CCCl)CCCl)cc1)C(=O)NC(C(=O)O)C(C)C (stereo not drawn)	-4	-4	-2	-4	-12	-17	-2	12
CC(c1ccccc1F)n1cc(C(=O)Nc2ccc3nc[nH]c3c2)nn1 (stereo not drawn)	-2	11	-2	0	-4	0	-2	0
CC(=O)c1c(O)n(C)c(=S)n(-c2ccccc2)c1=O	2	6	2	3	-4	-3	-3	-8
COC(=O)C1=C(N)OC(C)=C(C(C)=O)C12C(=O)N(C)c1ccccc12 (stereo not drawn)	3	-14	-12	-5	-16	-6	5	-3
Cn1cccc1/C=C1/C(=O)NC(=S)N(Cc2ccc(F)cc2)C1=O	-4	4	-1	-1	4	9	17	47
Cn1cccc1/C=C1/C(=O)NC(=O)N(Cc2ccc(F)cc2)C1=O	-2	0	-17	4	7	19	-10	-2
Cc1ccc(-n2c(O)c(C=N)c(=O)n(-c3ccc(C)cc3)c2=O)cc1	2	20	-1	2	5	17	-2	1
COc1ccccc1C1=NCc2nnc(CSC)n2-c2ccc(Cl)cc21	2	2	5	7	-2	-6	6	8
CS(=O)(=O)N1CCCC(C(=O)N2CCC3(CC2)OCCO3)C1 (stereo not drawn)	-6	-5	-12	4	-1	-3	-6	-8
COC(=O)C1=C(c2ccc(F)cc2OCc2ccccc2)C[C@@H]2CC[C@H]1N2C(=O)NCCO	-1	8	-7	5	7	9	2	-1
Cc1ccc(-c2nc3ccccc3c(=O)n2-c2ccncc2)cc1	1	15	-9	0	-2	-9	-4	11
N#CC(C#N)=NNc1ccc(S(N)(=O)=O)cc1	8	10	-2	-2	-4	14	-31	35
COc1ccc(NC(=O)c2cn(CCC#N)nc2-c2ccc(OC)c(OC)c2)cc1	3	0	1	-1	0	1	-5	2
Cc1c(C(c2ccccc2Cl)c2c(O)c3ccccc3oc2=O)c(=O)n(-c2ccccc2)n1C (stereo not drawn)	-3	-28	-4	1	-6	-5	4	4

4 entries out of the list, arranged by SMILES length, highest first:
SMILES	Gli-Sufu antag	697 NFkB inh	EBI2 antag	UBC13 inh	SENP8 inh	Jurkat NFkB inh	Apaf-1 inh	CCR6 antag
COC(=O)C1=C(c2ccc(F)cc2OCc2ccccc2)C[C@@H]2CC[C@H]1N2C(=O)NCCO	-1	8	-7	5	7	9	2	-1
COc1ccc(NC(=O)c2cn(CCC#N)nc2-c2ccc(OC)c(OC)c2)cc1	3	0	1	-1	0	1	-5	2
Cn1cccc1/C=C1/C(=O)NC(=O)N(Cc2ccc(F)cc2)C1=O	-2	0	-17	4	7	19	-10	-2
COc1ccccc1C1=NCc2nnc(CSC)n2-c2ccc(Cl)cc21	2	2	5	7	-2	-6	6	8

More records follow:
SMILES	Gli-Sufu antag	697 NFkB inh	EBI2 antag	UBC13 inh	SENP8 inh	Jurkat NFkB inh	Apaf-1 inh	CCR6 antag
CCOC(=O)C1(c2ccccc2)CCN(CC(=O)Nc2ccc(C)cc2)CC1	18	-6	33	-3	-13	-15	9	12
CCN(CC)C(=O)N[C@H]1C[C@@H]2c3cccc4[nH]cc(c34)C[C@H]2N(C)C1	-4	19	-3	2	8	-9	3	-5
CC(N)Cc1c[nH]c2cc3c(cc12)OCCO3 (stereo not drawn)	6	17	-15	10	3	5	-19	-3
COc1cc(/C=C/c2nc3ccccc3c(=O)n2-c2ccccc2O)ccc1O	7	35	-10	-6	6	1	12	-5
O=C(OCCN1CCOCC1)C1(c2ccccc2)CCCC1	4	0	4	1	-8	-18	-15	10
CC(Cc1ccccc1)NC(N)=O (stereo not drawn)	-14	10	-12	8	1	-3	4	-3
CCN(CC)CCCOC(=O)C(OC(C)C)(c1ccccc1)c1ccccc1	4	-9	8	15	-4	11	0	-8
COc1ccc2c(c1)/C(=C/c1cnc[nH]1)C(=O)N2	-23	-182	-7	-89	1	55*	-1	10
COC(=O)C1=C(c2ccc(C(C)=O)cc2)C[C@@H]2CC[C@H]1N2C(=O)NCc1ccc(F)cc1	-1	24	-8	13	2	-3	-4	4
O=[N+]([O-])c1ccc(N2CCCCC2)c2ncccc12	-3	1	15	-74	-1	17	5	12
COc1cccc(N(C(C)=O)C2=NCCCS2)c1	0	0	-2	6	-5	-3	-19	9
O=C(O)c1ccc(Cl)nc1	0	-3	-16	3	8	2	-5	-3
COc1cccc(NC(=O)[C@@H](NC(=O)N2C[C@H]3C[C@@H](C2)c2cccc(=O)n2C3)C(C)C)c1	2	-11	3	-12	-16	-4	4	-1
O=C1CN=C(c2ccc(Br)cc2)c2oc3ccccc3c2N1	14	-3	-2	6	-2	-3	-4	-2
CCOP(=O)(OCC)C(O)c1ccc2c(c1)OCO2 (stereo not drawn)	5	10	-3	1	0	15	-4	-3
CCC1(C(=O)c2ccccc2)C2c3ccccc3OC(=O)C21C(C)=O (stereo not drawn)	5	14	-5	0	-3	1	4	18
CCC(C)N1C(=O)/C(=C\c2ccc(N3CCCCCC3)cc2)C(=O)NC1=S (stereo not drawn)	-9	27	6	-28	5	7	4	11
Cc1ccc(C(O)(c2ccc(C)c(C)c2)C2CN3CCC2CC3)cc1C (stereo not drawn)	12	6	-12	25	2	27	3	-2
O=CNc1ccc(OP(=O)(Oc2ccccc2)Oc2ccccc2)cc1	-12	-1	9	5	-2	-12	17	9
CCN1CCN(Cc2cc(OC)c(OC)cc2[N+](=O)[O-])CC1	8	23	·	-1	12	8	6	-7
CN(C)C(=O)Oc1cccc(NC(=O)N2CCOCC2)c1	5	22	-3	-5	-2	-5	-4	-29
Cc1c(Cl)cccc1N1C(=O)NC(=O)/C(=C\c2cc(C)n(-c3cccc(C(=O)O)c3C)c2C)C1=O	·	4	-1	-14	-13	-6	5	6
COc1ccccc1CCNC(=O)CCC(=O)N1CC2C[C@@H](C1)Cn1c2cccc1=O	-4	12	-9	1	2	6	-7	1
C(=N\NC1=NCCCCC1)/c1c[nH]c2ccccc12	0	7	4	1	3	11	-9	2
COC(=O)C1=C(c2ccc(OC(F)(F)F)cc2)C[C@@H]2CC[C@H]1N2C(=O)N1CCCCC1	39	-14	-10	5	0	-4	21	19
Nc1ccc(S(=O)(=O)N2CCCCC2c2cccnc2)cc1 (stereo not drawn)	2	-3	0	8	-5	8	-4	-5
CCCNC(=O)N1[C@H]2CC[C@@H]1C(C(=O)OC)=C(c1ccccc1)C2	16	3	7	4	5	-4	-5	-3
CCOc1ccc(-n2c(O)c(C=NCCCn3ccnc3)c(=O)[nH]c2=O)cc1	8	7	-12	8	-3	-3	-4	-9
